# Bioassay records deposited in PubChem by National Center for Advancing Translational Sciences (NCATS).
# TDP-43 yeast inh: TDP-43 toxicity inhibition in yeast; TDP-43 expressing yeast growth rescue, BacTiter-Glo, 24 h; Potency, µM (highest dose often 46.1 µM), for the others: at the top dose growth rescue (activation), actives largely listed as activators; actives 1.8% (n = 410,000); AID 652104; note: potency is the fitted concentration of half-maximal effect; % of control where 0% means no effect; nearly all actives have a fitted effect of over 50% in size
#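 Readout is BacTiter-Glo luminescence of cell growth, so inhibitors register as activators. TDP-43-expressing yeast at OD600=0.02 in galactose medium, after raffinose pregrowth to mid-log, were incubated with compound for 24 hr at 30 deg C.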
# FUS suppressor: rescues growth of FUS-expressing yeast | actives 0.24% (n = 390,000) | Potency, µM (titrated, usually from 76.6 µM), for the others: top-dose growth rescue (activation), most hits filed as activators | AID 1347120 | S. cerevisiae FUS-expressing, growth rescue, OD600, 24 h;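 note: potency is the fitted concentration of half-maximal effect; plate controls were DMSO vehicle for no effect and reference control for full effect; nearly all actives have a fitted effect of over 55% in size; some results filed as inactive show a strong effect at the top dose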
#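 Galactose (2%) drives FUS expression in yeast precultured in raffinose; seeding density OD 0.005. Test compounds incubated 24hr at 30C and 99% humidity before absorbance at 600 nm was measured.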
# Akt phos inh: inhibitors of Akt phosphorylation. Neuro2A IGF-stimulated pAkt S473 HTRF, 20 min; hits give low values. activity change, % for hits at 50 µM. actives 0.32% (n = 360,000). AID 651550; in the data active = activity change below about -80%; inconclusive = mostly about -51% to -80%; note: % is set by controls: 0 for no effect and ±100 for the full control effect
#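 Neuro2A cells (4,500/well, DMEM with 0.5% FBS) were treated with compound at a single 50 µM final concentration, stimulated with 6 nM IGF for 20 min at 37 °C, and lysed. Phospho-Akt Ser473 was read by HTRF as 665/615 ratio ×10^4.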
# GLP-1R inv ag: inverse agonists of human GLP-1 receptor; P43220; HEK293 GLP-1R CRE-luciferase, luminescence, 24 h; GLP-1R form is constitutively active; Potency, µM (top dose mostly 38.3 µM), for the others: at the highest dose activity change, negative = inhibition, most hits filed as inhibitors; actives 1.6% (n = 410,000); AID 624417; note: potency is the fitted concentration of half-maximal effect; % is set by controls: 0 for no effect and ±100 for the full control effect; nearly all actives have a fitted effect of over 55% in size
# Target sequence (P43220 whole entry, looked up): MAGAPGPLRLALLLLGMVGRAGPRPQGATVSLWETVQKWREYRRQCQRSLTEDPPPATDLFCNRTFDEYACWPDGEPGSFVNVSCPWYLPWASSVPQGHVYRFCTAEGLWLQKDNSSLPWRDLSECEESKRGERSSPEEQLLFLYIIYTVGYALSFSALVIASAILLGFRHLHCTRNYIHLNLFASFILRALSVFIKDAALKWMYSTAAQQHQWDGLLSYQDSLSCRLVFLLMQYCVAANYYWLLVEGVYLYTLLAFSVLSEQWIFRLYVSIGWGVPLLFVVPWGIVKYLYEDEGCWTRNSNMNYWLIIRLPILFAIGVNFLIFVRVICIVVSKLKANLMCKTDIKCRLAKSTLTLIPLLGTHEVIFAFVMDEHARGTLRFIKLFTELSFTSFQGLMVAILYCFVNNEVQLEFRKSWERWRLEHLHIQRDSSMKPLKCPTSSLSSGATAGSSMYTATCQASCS
#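 Constitutively active GLP-1R drives a cAMP-responsive luciferase in stably transfected HEK293 cells; test compounds are added after overnight (12 h) attachment and left 24 hr, and signal loss in luminescence marks inhibition.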
# aSyn yeast inh: alpha-synuclein toxicity inhibition in yeast. Yeast expressing alpha-synuclein, growth rescue, BacTiter-Glo, 24 h. actives 0.14% (n = 370,000). AID 652106. Potency, µM (doses to about 46.1 µM), without a hit: top-dose growth rescue (activation), hits mostly activators; note: potency is the fitted concentration of half-maximal effect; % of control where 0% means no effect; nearly all actives have a fitted effect of over 65% in size
#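 Screening used galactose-induced yeast with toxic alpha-synuclein levels, exposed to compound for 24 hr at 30 deg C. Cell growth, read with BacTiter-Glo luminescence, gave the measured signal.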
# PTHR1 agonist: activates the human parathyroid hormone receptor PTHR1. actives 0.075% (n = 410,000). HEK293 GP2 PTHR1 cells, GloSensor cAMP luminescence, 1 h. AID 743266. Potency, µM (titrated, usually from 115 µM), for inactives: at the top dose activation, hits mostly activators. Q03431; note: potency is the fitted concentration of half-maximal effect; nearly all actives have a fitted effect of over 55% in size; some results filed as inactive show a strong effect at the top dose; inactives centre near -15; many of its hits are not listed in these tables
# Target sequence (Q03431 whole entry, looked up): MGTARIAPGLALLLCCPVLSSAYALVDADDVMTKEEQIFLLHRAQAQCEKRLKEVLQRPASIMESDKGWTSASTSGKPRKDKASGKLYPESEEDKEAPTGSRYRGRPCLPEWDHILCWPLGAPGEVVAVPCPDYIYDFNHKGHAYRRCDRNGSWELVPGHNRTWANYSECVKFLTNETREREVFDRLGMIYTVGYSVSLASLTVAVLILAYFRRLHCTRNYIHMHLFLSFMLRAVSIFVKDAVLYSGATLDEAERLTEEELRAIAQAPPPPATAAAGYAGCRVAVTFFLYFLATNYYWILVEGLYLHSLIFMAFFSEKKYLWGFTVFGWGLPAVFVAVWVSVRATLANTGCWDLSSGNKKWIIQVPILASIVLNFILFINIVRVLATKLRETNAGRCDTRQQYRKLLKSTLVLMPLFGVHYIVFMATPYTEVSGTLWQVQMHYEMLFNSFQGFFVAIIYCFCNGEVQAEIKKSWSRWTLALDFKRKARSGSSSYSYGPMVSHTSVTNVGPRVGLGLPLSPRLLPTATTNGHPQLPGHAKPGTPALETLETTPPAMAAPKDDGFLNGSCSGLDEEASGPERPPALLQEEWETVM
#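 HEK-293-derived GP2 cells expressing PTHR1 and a GloSensor cAMP reporter, 3,000/well, plated overnight, given luciferin plus IBMX (each 0.5 mM as added) for 1 h at 37 °C, then compound for 1 h at 37 °C. Luminescence was read after 15 min at room temperature.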
# MmCpn inh: inhibitors of Methanococcus maripaludis chaperonin (MmCpn); purified Mm-Cpn ATPase, ADP Transcreener TR-FRET; Potency, µM (doses to about 76.9 µM), for the others: at the top dose activity, negative = inhibition, usual class: inhibitors; actives 0.031% (n = 330,000); note: potency is the fitted concentration of half-maximal effect; % is set by controls: 0 for no effect and ±100 for the full control effect; nearly all actives have a fitted effect of over 80% in size
#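 Purified archaeal chaperonin (25 nM final) was preincubated with compound for 10 min at 37°C, then ATP (10 uM final) was added for 30 min at 37°C in Tris pH 7.4/KCl/MgCl2/DTT buffer. ADP was quantified by HTRF Transcreener TR-FRET.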
# Abeta rescue: compounds reversing amyloid beta toxicity in yeast | yeast expressing A-beta42, growth rescue, OD600, 48 h; response scale: 0% DMSO, 100% iron-clioquinol control | Potency, µM (top dose mostly 46.1 µM), inactives show top-dose growth rescue, most hits filed as activators | actives 0.063% (n = 410,000); note: potency is the fitted concentration of half-maximal effect; nearly all actives have a fitted effect of over 55% in size
#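 Yeast growth medium received pinned compounds, then yeast cells expressing toxic A-beta were added; plates incubated at 30 C for 48 hr. Growth read as absorbance at 600 nm, normalized to DMSO and equimolar FeCl3 plus clioquinol controls.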
# HEK293 tox: cytotoxic in the GLP-1 receptor inverse agonist counter-screen; HEK293 cAMP-luciferase reporter cells, luminescence, 24 h; Potency, µM (doses to about 38.3 µM), without a hit: at the top dose activity change, negative = inhibition, most hits filed as inhibitors; actives 0.13% (n = 410,000); AID 624418;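 note: loss of luciferase light is scored as toxicity; potency is the fitted concentration of half-maximal effect; % is set by controls: 0 for no effect and ±100 for the full control effect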
#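 Here, cytotoxicity is scored as loss of luminescence. The MLSMR collection was tested on cells seeded in medium containing 10% Nu serum, with a 24 hr compound exposure preceded by 12 hours of culture.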
# The depositor's hits bear a star; i = inactive; u = inconclusive; x = not tested or not shown; & = joins results of further samples; [ ] = another dose, or the depositor's remark. Unless noted, calls come from the whole dose curve; as a rule, active = well fitted curve in the direction sought with a large enough effect; inconclusive = small, poorly fitted or top-dose-only effect, or another doubt; inactive = no such curve, though single readings can be large; an effect the other way counts as inactive or inconclusive. This is a subset; rates above refer to the full screens.
SMILES,TDP-43 yeast inh,FUS suppressor,Akt phos inh,GLP-1R inv ag,aSyn yeast inh,PTHR1 agonist,MmCpn inh,Abeta rescue,HEK293 tox
O=C(c1ccccc1)N1N=C(c2cccs2)CC1c1ccccc1O (configuration not stated),16%,u,i,8.9µM*,u,i,-4%,-3%,0%
Nc1ccc(CCNc2ncnc3c2ncn3[C@@H]2O[C@H](CO)[C@@H](O)[C@H]2O)cc1,10%,-28%,i,7%,-3%,-29%,x,17%,1%
Cc1oc2ccc(O)cc2c1C(=O)c1ccccc1,0%,-3%,i,38%[activator],3%,-3%,-1%,7%,-1%
Cc1ccc(C)c(SCC(=O)OCC(=O)NCCNC(=O)COC(=O)CSc2cc(C)ccc2C)c1,1%,-8%,i,24%,4%,-12%,0%,1%,4%
CC(C)c1ccc2[nH]c(O)c(N=NC(=O)c3ccc(CSc4nncn4C)cc3)c2c1,-4%,20%,i,15%,-7%,-12%,0%,-15%,-2%
CCOC(=O)c1c(-c2ccccc2)csc1NC(=O)c1cc(-c2ccc(Cl)cc2)on1,13%,14%,x,7%,x,i,x,-9%,0%
NC(c1csc(NC(=O)Nc2ccccc2)n1)C1CCCCC1 (configuration not stated),13%,u,i,u,0%,i,x,-1%,-11%
COc1cc(NC(=O)CCNC(=O)Cn2cnc3ccccc3c2=O)cc(OC)c1OC,11%&4%,5%&-8%,i,-1%&1%,-7%,i,-7%,-2%&-1%,14%&40%
CCc1nnc(NC(=O)Cc2ccc(OCc3c(C)noc3C)cc2)s1,8%,35%,i,38%[activator],-10%,-3%[57.5 µM],-3%,1%,-7%
CCCCCC(=O)N1C[C@H](O)[C@@H](n2cc(COC(=O)c3ccccc3)nn2)C[C@@H]1c1ccccc1,1%,20%,i,u,0%,-19%,x,-4%,1%
CN1CCN(S(=O)(=O)c2ccc(N3CCN(c4ccc(O)cc4)CC3)c([N+](=O)[O-])c2)CC1,13%,u,i,u,0%,i,1%,14%,4%
CC(C)CNc1cc(N2CCCC2)ccc1[N+](=O)[O-],u,-24%,i,-17%,0%,i,3%,-3%,u
O=c1c(-c2ccc(Cl)cc2)coc2c(CN3CCCCC3)c(O)ccc12,17%,19%,i,-3%,8%,i,-30%,-2%,3%
CCN(CC)c1cc(Cl)nc(N)n1,27%,-36%,i,60%[activator],-1%,-10%,2%,-1%,-14%
O=C(Nc1ccccc1C(=O)NCCCN1CCOCC1)c1cccc([N+](=O)[O-])c1,-21%,x,i,7%,-2%,-16%,2%,-33%[inhibitor],14%
Cc1cc(=O)[nH]c(SCC(=O)Nc2ccc3c(c2)OCCO3)n1,-7%,-6%,i,-8%,0%,i,3%,2%,-2%
Cc1nnc2ccc(-c3ccc(NC(=O)Cc4cccs4)cc3)nn12,-22%,42%,i,56%[activator],-6%,i,-1%,-3%,0%
CN(C1CCCC1)C1CCN(C(=O)CNC(=O)/C=C/c2ccccc2)CC1,6%,x,i,-2%,-4%,-4%,-1%,-9%,-2%
Cc1ccccc1NC(=S)NCc1ccco1,17%,x,i,0%,1%,-25%,-12%,18%,-2%
COc1cc(CNc2ccc(N3CCCC3)cc2)ccc1OCc1ccccc1F,0%,x,i,0%,2%,-21%,-12%,15%,-11%
COc1ccc(CCn2c(NN)nc3c2c(=O)[nH]c(=O)n3C)cc1,-17%[1.82 µM],34%,i,u,1%,i,-1%,0%,-13%
COc1ccc(C(C(=O)NCC2CCCO2)N(C(=O)CNC(=O)c2cccs2)c2ccc(C)cc2)cc1OC (configuration not stated),-12%,17%,i,16%,-1%,-6%,1%,17%,6%
COc1ccc(-n2c(SCC(=O)c3ccc[nH]3)nnc2-c2ccccc2)cc1,-24%,x,i,-1%,-2%,i,-9%,17%,65%[activator]
Cc1ccc(S(=O)(=O)NCC(=O)OCC(=O)Nc2cccc(S(=O)(=O)NC3=NCCCCC3)c2)cc1,-3%,14%,i,-1%[0.307 µM],-1%,i,1%,8%,-1%[0.307 µM]
CCN(CC)CCn1c(=N)n(CCO)c2ccccc21,6%,x,i,0%,-11%,i,-1%,8%,2%

# The last three records of the part before are carried over, then new ones follow.
SMILES,TDP-43 yeast inh,FUS suppressor,Akt phos inh,GLP-1R inv ag,aSyn yeast inh,PTHR1 agonist,MmCpn inh,Abeta rescue,HEK293 tox
COc1ccc(-n2c(SCC(=O)c3ccc[nH]3)nnc2-c2ccccc2)cc1,-24%,x,i,-1%,-2%,i,-9%,17%,65%[activator]
Cc1ccc(S(=O)(=O)NCC(=O)OCC(=O)Nc2cccc(S(=O)(=O)NC3=NCCCCC3)c2)cc1,-3%,14%,i,-1%[0.307 µM],-1%,i,1%,8%,-1%[0.307 µM]
CCN(CC)CCn1c(=N)n(CCO)c2ccccc21,6%,x,i,0%,-11%,i,-1%,8%,2%
COC(=O)c1ccccc1NC(=O)C(Cc1ccccc1)N1Cc2ccccc2C1=O (configuration not stated),u,21%,x,-21%,x,i,x,-10%,-2%
CC(NCC1COc2ccccc2O1)C(=O)NCc1ccccc1 (configuration not stated),0%,32%,i,0%,0%,i,0%,-6%,4%
Cc1c(Nc2nc(-c3ccc(Cl)cc3)cs2)c(=O)n(-c2ccccc2)n1C,30%,x,i,u,14%,-29%,-5%,-27%,-27%
COCCNC(=O)/C(C#N)=C/c1ccc(N2CCOCC2)o1,13%,-19%,i,13%,4%,i,-5%,18%,-11%
CCOc1ccc(-c2nc(SCC(=O)NCCOC)c(-c3ccc(OC)c(OC)c3)[nH]2)cc1,13%,-4%,x,-13%,x,i,x,-19%,-2%
COc1ccc(CNC(=O)c2cc3cccc4c3n2CC(C)S4)cc1 (configuration not stated),-2%,4%,x,u,x,-14%,x,-5%,0%
Cc1cccc(OCC(=O)N/N=C/c2cc([N+](=O)[O-])ccc2N2CCOCC2)c1,5%,x,i,0%,-7%,i,1%,-6%,19%
COCCn1c(SCC(=O)N2CCCCC2)nc2c([nH]c3ccccc32)c1=O,21%,7%,i,98%[activator],0%,i,-1%,8%,-18%
Cc1ccc(-c2nnc(Oc3cccc(C)c3)c3ccccc23)cc1,13%,-2%,i,9%,1%,i,1%,-2%,4%
O=c1[nH]c2ccccc2n1CCCN1CCCCC1,-21%,3%,i,6%,0%,0%,-3%,-14%,-1%
CCN1C(=O)c2cccc3c(NC(=O)c4ccc(S(=O)(=O)N5CCOCC5)cc4)ccc1c23,8%,14%,i,32%,4%,-31%,-2%,19%,-1%
CC(=O)N1CCN(S(=O)(=O)c2cccc(C(=O)OCc3cccc(F)c3)c2)CC1,28%,x,i,20%,-2%,-33%[inhibitor],1%,5%,u
Cc1c(C(=O)Nc2ccc(Oc3ccccc3)cc2)sc2nc3n(c(=O)c12)CCC3,u,u,i,u,0%,-30%[57.5 µM],0%,-22%,-2%
COC(=O)CCN(C(=O)c1ccc(N2CCCC2)c([N+](=O)[O-])c1)c1ccccn1,-7%[0.397 µM],5%,i,34%[activator],12%,-14%,-2%,5%,-13%
COc1cc(NC(=O)Cc2ccccc2)c(C(=O)O)cc1OC,16%,22%,i,10%,-3%,3%,0%,-11%,-3%
CCNc1nc(NCC)nc(-n2nc(C)cc2C)n1,-5%,-5%,i,5%,u,-3%[57.5 µM],-3%,31%,-12%
Cc1csc2c(N3CCN(C(=O)Nc4ccc(Cl)c(Cl)c4)CC3)ncnc12,-1%[1.82 µM],8%,i,26%,2%,-32%[inhibitor],1%,0%,-22%
COc1ccccc1C(=O)OCC(=O)NCCNC(=O)COC(=O)c1ccccc1OC,6%,x,i,8%,1%,i,2%,2%,-1%
CCN(CC(=O)NCc1ccc(Cl)cc1)C(=O)CSc1ccc(F)cc1,6%,4%,i,u,6%,i,-1%,-1%,-1%
Cc1ccccc1C(=O)NCCCNC(=O)c1ccco1,20%,4%,i,u,-4%,i,-1%,-10%,u
CCc1ccc(S(=O)(=O)Nc2ccc3c(c2)n(C)c(=O)c(=O)n3C)cc1,19%,-1%,x,14%,x,i,x,-1%,2%
Cc1nn(CC(=O)NCc2ccc(OC(C)C)cc2)c(=O)c2c(C)n(-c3ccc(Cl)cc3)nc12,16%,19%,x,9%,x,-51%[inhibitor],x,12%,2%
COCc1ccc([C@@H]2C[C@H]3CN(Cc4cccc(Cl)c4)C(=O)[C@]34CCCN24)o1,11%,-2%,i,-10%,-2%,i,2%,12%,-31%
COC(=O)C1(C(=O)OC)C2CCCCC2N(S(=O)(=O)c2ccc(C)cc2)[C@@H]1CC(C)=O (some centres not stated),-8%,37%,i,-18%,7%,16%,x,-14%,12%
CCCn1c(=N)n(CC(=O)OCC)c2ccccc21,2%,-21%,i,6%,-2%,i,-2%,17%,0%
CCCCN=C1NN=C(c2cccc([N+](=O)[O-])c2)CS1,-8%[1.82 µM],30%,i,6%,-2%,i,0%,8%,-14%
CC(=O)n1cc(-c2ccncc2)c2ccccc21,13%,-22%,i,10%,1%,i,0%,-12%,-10%
NS(=O)(=O)c1ccc(NCc2ccccc2OCc2ccccc2F)cc1,-7%,-1%,i,14%,0%,-35%[inhibitor],-4%,-3%,-14%
Cn1c(-c2ccc3c(c2)OCO3)cnc1NCc1ccccc1,19%,12%,i,0%,6%,-8%[57.5 µM],-5%,11%,-8%
O=Cc1cccn1-c1sc2c(c1C(=O)O)CCCC2,20%,x,i,-5%,12%,-81%,-2%,0%,-18%
